# Rac1 mut GTP: alters GTP binding to activated mutant human Rac1. GST-Rac1 activated beads, fluorescent GTP binding, flow cytometry; actives lie on both sides; 100% means binding = to untreated wells. 190,000 compounds, 0.11% hits. percent activity (GTP binding), % at 10 µM. P63000. AID 764;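 active means GTP binding at least 20 percentage points away from the 100% baseline, in either direction, so actives lie on both sides; inconclusive means Compound likely fluorescent itself, or too few beads counted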
# Rab7 wt modul: modulators of GTP binding to dog Rab7 wildtype GTPase. GST-Rab7 beads, fluorescent GTP binding, flow cytometry; actives lie on both sides; untreated = 100%, excess cold GTP = 0%. GTP binding activity (percent of control), % at 10 µM. 190,000 compounds, 0.055% hits. AID 758;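 active means fluorescent GTP binding to Rab7 beads changed by at least 20 points from the 100% baseline, either direction, mostly lower; inconclusive means compound itself probably fluorescent, or too few beads counted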;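 further: median green fluorescence of bound Bodipy-FL-GTP per Rab7 bead population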
# GSH bead fluor: GSH bead compound fluorescence profile | GSH beads flow cytometry, compound fluorescence 488/530 nm; active compounds read high | fluorescence (KMESF) at 10 µM | 190,000 compounds, 0.25% hits; in the data active means fluorescence above about 89;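 further: glutathione beads carrying GST-tagged Bcl family fusion proteins plus one bare bead set; values are compound well signal with DMSO vehicle wells as background; inactives centre near 16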
# ABCB1 inh: human ABCB1 inhibition, ABCG2 as counter-screen; CCRF-Adr cells, JC-1 efflux, flow cytometry; P08183; AID 1326; inhibition, % at 6.6 µM; 190,000 compounds, 0.067% hits; in the data active means inhibition above about 40%;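 further: 0% = vehicle and 100% = reference inhibitor; higher value means more JC-1 retained so stronger ABCB1 efflux block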
# ABCG2 block: human ABCG2 inhibition, ABCB1 as counter-screen; IgMXP3 cells, JC-1 efflux, flow cytometry; inhibition, % at 6.6 µM; 190,000 compounds, 0.1% hits; AID 1325;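 active means inhibition above 80%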;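 further: 0% = DMSO and 100% = nicardipine control wells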
# Target sequence (Q9UNQ0 whole entry, looked up): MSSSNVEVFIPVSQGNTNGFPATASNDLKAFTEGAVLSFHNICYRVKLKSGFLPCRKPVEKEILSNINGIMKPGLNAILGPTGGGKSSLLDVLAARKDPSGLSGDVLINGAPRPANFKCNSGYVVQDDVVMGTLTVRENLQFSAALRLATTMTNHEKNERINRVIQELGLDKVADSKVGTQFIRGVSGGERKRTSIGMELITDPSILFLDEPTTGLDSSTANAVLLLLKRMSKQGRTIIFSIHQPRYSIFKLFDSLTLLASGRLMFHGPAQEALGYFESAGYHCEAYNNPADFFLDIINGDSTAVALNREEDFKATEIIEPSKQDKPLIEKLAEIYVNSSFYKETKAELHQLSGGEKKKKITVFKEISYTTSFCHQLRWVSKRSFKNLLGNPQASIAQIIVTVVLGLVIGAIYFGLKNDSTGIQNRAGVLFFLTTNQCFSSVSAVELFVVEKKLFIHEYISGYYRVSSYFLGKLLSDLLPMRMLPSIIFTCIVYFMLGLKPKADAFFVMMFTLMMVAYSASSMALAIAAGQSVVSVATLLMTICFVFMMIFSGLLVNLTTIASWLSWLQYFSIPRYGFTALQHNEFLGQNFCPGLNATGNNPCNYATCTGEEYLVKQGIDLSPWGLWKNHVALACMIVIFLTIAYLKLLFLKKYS
#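 System: two drug-resistant human cell lines, ABCG2 and ABCB1; controls: nicardipine high and DMSO low controls; times: 10 min exposure at 25 °C with rotation, no wash; detection: flow cytometry of retained JC-1 fluorescence; read-out basis: percent efflux inhibition, scaled nicardipine 100% to DMSO 0%; doses: one concentration, 6.6 µM final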
# Cdc42 wt: changes GTP binding to wildtype human Cdc42; GST-Cdc42 beads, Bodipy-GTP binding, flow cytometry; actives lie on both sides; 190,000 compounds, 0.2% hits; P60953; percent activity (GTP binding), % at 10 µM;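 active means percent activity GTP binding at least 20 points away from the 100% baseline, either down as inhibitor or up as activator; inconclusive means compound flagged as likely green fluorescent from well-wide comparison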;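 further: median bead fluorescence of bound Bodipy-FL-GTP at 100 nM; 0% = excess unlabeled GTP control and 100% = no compound control; below 100% means less GTP binding so inhibitor and above means activator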
# Target sequence (P60953 whole entry, looked up): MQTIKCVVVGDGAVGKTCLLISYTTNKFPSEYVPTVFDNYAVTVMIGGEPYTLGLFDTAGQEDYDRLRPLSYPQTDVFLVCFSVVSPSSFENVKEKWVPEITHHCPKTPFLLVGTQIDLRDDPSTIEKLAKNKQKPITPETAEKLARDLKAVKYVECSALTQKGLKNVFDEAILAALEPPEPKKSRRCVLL
# Avidin bead fluor: avidin bead compound fluorescence profile. Avidin beads, compound fluorescence 488/530 nm, flow cytometry; active compounds read high. fluorescence (KMESF) at 10 µM. AID 1775. 220,000 compounds, 0.38% hits; in the data active means fluorescence above about 47; further: inactives centre near 10
# Rac1 wt GTP bind: alters GTP binding to wildtype human Rac1 | P63000 | GST-Rac1 beads, fluorescent GTP binding, flow cytometry; actives lie on both sides; 0 = cold GTP competed, 100 = untreated | GTP binding activity (% of control), % at 10 µM | 190,000 compounds, 0.27% hits;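 active means GTP binding activity at least 20 points away from the 100% control level, either lower or higher; inconclusive means compound flagged as likely green fluorescent, judged across all proteins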
# HRas wt GTP: human HRas wildtype GTP binding, change in either direction; P01112; GST-Ras wt beads, Bodipy-FL-GTP binding, flow cytometry; actives lie on both sides; GTP binding activity, % at 10 µM; 190,000 compounds, 0.14% hits; AID 759;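 active means GTP binding activity at least 20% away from the 100% baseline, either lowered as inhibitor or raised as activator; inconclusive means flagged as likely green fluorescent, judged across all proteins in the well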;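 further: 0% = unlabeled GTP competition control and 100% = no-compound control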
# Target sequence (P01112 whole entry, looked up): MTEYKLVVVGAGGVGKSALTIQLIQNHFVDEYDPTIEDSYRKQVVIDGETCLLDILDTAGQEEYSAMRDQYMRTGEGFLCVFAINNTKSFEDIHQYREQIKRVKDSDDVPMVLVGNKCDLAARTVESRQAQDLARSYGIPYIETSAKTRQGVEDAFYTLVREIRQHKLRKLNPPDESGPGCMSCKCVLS
# Rab2A wt mod: changes GTP binding to wildtype dog Rab2A, up or down; GTP binding activity, % at 10 µM; P61105; 190,000 compounds, 0.19% hits; AID 760; GST-Rab2 wt beads, Bodipy-GTP binding, flow cytometry;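 active means GTP binding activity at least 20 points away from 100%, either lowered or raised; inconclusive means signal likely due to the compound's own green fluorescence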;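 further: 0% = beads with excess unlabeled GTP and 100% = no-compound control corrected for plate trend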
# Pf gametocyte: P. falciparum stage V gametocyte viability inhibition; P. falciparum stage V gametocytes, ATP luminescence, 24 h; inhibition, % at 10.9 µM; AID 743093; 150,000 compounds, 0.065% hits;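 active means inhibition above the mean plus 3 SD of compounds within the control limits, set per campaign, cut at about 38% in these data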;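 further: 0% = DMSO wells and 100% = medium only without gametocytes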
# * marks the source's active call; other numbers are inactive results; ? = inconclusive; . = not tested or not shown.
[1] Cc1nc2ccccn2c1C(=O)N/N=C/c1ccc([N+](=O)[O-])o1
[2] Cc1ccccc1CC1(CO)CCCN(Cc2c(C)nn(C)c2Cl)C1 (stereo not given)
[3] Cc1cc(C)n(-c2cc(N3CCN(S(=O)(=O)c4ccc(Br)cc4)CC3)ccc2[N+](=O)[O-])n1
[4] CC(C)NS(=O)(=O)c1ccc(OCC(=O)NCc2ccccc2)cc1
[5] CCCn1cnc2sc(C(N)=O)c(C)c2c1=O
[6] CCc1c(C)c(C#N)c2nc3ccccc3n2c1-n1nc(C)cc1C
[7] CC(=O)C1=C(O)C(=O)N(C)C1c1ccccc1F (stereo not given)
[8] COc1ccc(C2C(C(=O)N3CCCC3)c3cc(OC)c(OC)cc3C(=O)N2C)cc1 (stereo not given)

Screen / compound no.	1	2	3	4	5	6	7	8
Rac1 mut GTP	95	96	99	93	99	99	94	100
Rab7 wt modul	97	94	100	93	100	98	91	96
GSH bead fluor	14	17	11	19	11	22	9	28
ABCB1 inh	-2.7	-2.1	2.1	0.1	0.0	1.5	-0.5	0.5
ABCG2 block	25	-6	17	2	1	2	-3	1
Cdc42 wt	98	97	99	96	105	101	98	102
Avidin bead fluor	5	11	15	12	16	10	10	19
Rac1 wt GTP bind	103	97	102	93	106	101	96	100
HRas wt GTP	97	95	101	94	103	100	95	99
Rab2A wt mod	96	97	98	93	102	102	96	100
Pf gametocyte	-8	.	-8	19	-30	.	.	.

[9] COc1ccc(CCN2C(=O)CC(NNc3ccc([N+](=O)[O-])cc3)C2=O)cc1OC (stereo not given)
[10] OC1CCCN(CC(O)c2ccccc2)C1 (stereo not given)
[11] O=C(NCC(=O)N(c1cnc2ccccc2c1)C(C(=O)NC1CCCC1)c1ccncc1)c1ccco1 (stereo not given)
[12] O=S(=O)(N/N=C1/CC(c2ccccc2)Oc2ccccc21)c1ccc(Br)cc1 (stereo not given)
[13] Cc1nc(C(=O)O)nn1-c1ccc([N+](=O)[O-])cc1
[14] CCOC(=O)CCSc1cc(C)c2ccccc2n1
[15] CCSC1=C(C#N)C2(CCCCC2)C(C#N)C(=O)N1 (stereo not given)
[16] CC(C)C(C)(C#N)NC(=O)CSc1nc2scc(-c3ccco3)c2c(=O)n1-c1ccccc1 (stereo not given)

Screen / compound no.	9	10	11	12	13	14	15	16
Rac1 mut GTP	94	93	?	98	92	92	100	93
Rab7 wt modul	95	110	?	99	109	94	101	92
GSH bead fluor	22	12	25	29	15	8	13	30
ABCB1 inh	0.5	-0.2	0.3	-0.1	0.7	-1.1	-0.4	1.6
ABCG2 block	5	0	3	-8	3	8	15	3
Cdc42 wt	96	99	?	104	100	91	103	97
Avidin bead fluor	13	7	30	14	10	9	6	15
Rac1 wt GTP bind	98	101	?	104	110	92	102	91
HRas wt GTP	97	101	?	102	103	95	98	96
Rab2A wt mod	96	101	?	101	103	95	99	93
Pf gametocyte	-4	16	9	-12	7	4	-24	.

[17] COc1ccc(C(C)=O)cc1CSc1nnc(Nc2c(C)cccc2C)s1
[18] COCC(C)n1c(C)cc(C(=O)COC(=O)CNC(=O)c2ccccc2)c1C (stereo not given)
[19] CCCCOc1ccccc1NC(=O)c1ccco1
[20] O=C(Oc1ccc2c(c1)OCO2)c1ccc(F)cc1Cl
[21] CCn1cnc2scc(-c3ccc(C)c(C)c3)c2c1=O
[22] COc1ccc(CCNC(=O)c2nonc2N)cc1OC
[23] CN(C)S(=O)(=O)Oc1ccsc1C(=O)Nc1ccc(Cl)c(Cl)c1
[24] N#Cc1cccc(NC(=O)CSc2nnc(-c3n[nH]c4ccccc34)o2)c1

Screen / compound no.	17	18	19	20	21	22	23	24
Rac1 mut GTP	99	99	94	94	97	100	96	92
Rab7 wt modul	102	106	94	93	97	107	97	91
GSH bead fluor	8	14	32	39	9	52	14	14
ABCB1 inh	0.7	0.6	0.7	-2.0	1.2	0.5	1.2	0.6
ABCG2 block	0	2	6	-1	5	5	19	8
Cdc42 wt	95	101	98	95	96	106	97	92
Avidin bead fluor	2	12	13	8	9	5	12	26
Rac1 wt GTP bind	96	103	96	93	100	109	101	89
HRas wt GTP	96	103	97	95	98	107	97	91
Rab2A wt mod	97	102	95	94	98	105	98	92
Pf gametocyte	-14	-2	.	0	12	3	.	8

# The closing 3 records of the section before come first, to join the parts.
[22] COc1ccc(CCNC(=O)c2nonc2N)cc1OC
[23] CN(C)S(=O)(=O)Oc1ccsc1C(=O)Nc1ccc(Cl)c(Cl)c1
[24] N#Cc1cccc(NC(=O)CSc2nnc(-c3n[nH]c4ccccc34)o2)c1
[25] CC(=O)Nc1ccc(S(=O)(=O)NCCSc2ccccn2)cc1
[26] COC(=O)c1ccc(/C=C/C(=O)c2ccc(OC)c(OC)c2)cc1
[27] Cc1cccc2nc(CSc3nc4[nH]ncc4c(=O)n3-c3cccc(Cl)c3)cc(=O)n12
[28] CCC/C(O)=C1\C(=O)CCCC1=NCCc1c(C)[nH]c2ccc(OC)cc12
[29] CCOC(=O)c1c(NC(=S)Nc2ccccc2)sc2c1CCN(C)C2
[30] CCCNc1ncnc2sc(C)c(C)c12
[31] O=C(NCCOc1ccccc1)c1ccccc1NC(=O)C1CCCO1 (stereo not given)
[32] COc1cccc(NC(=S)NNC(=O)Cn2nc([N+](=O)[O-])cc2C)c1

Screen / compound no.	22	23	24	25	26	27	28	29	30	31	32
Rac1 mut GTP	100	96	92	103	94	98	97	100	103	97	?
Rab7 wt modul	107	97	91	99	94	95	96	103	101	101	?
GSH bead fluor	52	14	14	9	35	22	12	9	33	12	13
ABCB1 inh	0.5	1.2	0.6	-0.3	0.5	16	1.1	-0.5	0.3	2.2	-0.2
ABCG2 block	5	19	8	-2	4	5	11	-2	3	11	0
Cdc42 wt	106	97	92	102	97	100	101	108	106	98	?
Avidin bead fluor	5	12	26	10	11	10	13	15	19	6	10
Rac1 wt GTP bind	109	101	89	103	91	109	100	102	106	100	?
HRas wt GTP	107	97	91	100	95	100	99	103	102	101	?
Rab2A wt mod	105	98	92	100	95	97	102	102	102	98	?
Pf gametocyte	3	.	8	2	.	-4	.	.	-4	2	-6

[33] CC(=O)NNC(=O)c1cc2c3ccccc3n(C)c2s1
[34] O=C(COc1ccccc1)N(Cc1ccccc1)c1nc(-c2ccccc2)cs1
[35] O=C(C1=C(O)C(=O)N(c2ncccn2)C1c1ccc(Cl)cc1)c1ccco1 (stereo not given)
[36] CCN(CC)S(=O)(=O)c1ccc2c(c1)nc(SCC(N)=O)n2-c1ccc(OC)cc1
[37] COc1ccc(NC(=O)CSc2cc(C)ccc2C)cn1
[38] O=C(c1cc2ccccc2o1)N1CCN(c2ccccc2Cl)CC1
[39] CCC(=O)Nc1ccc(N2CCN(S(C)(=O)=O)CC2)cc1
[40] Cc1ccc(OCC(=O)N(C)Cc2ccccc2)c([N+](=O)[O-])n1

Screen / compound no.	33	34	35	36	37	38	39	40
Rac1 mut GTP	94	97	96	100	93	97	95	100
Rab7 wt modul	97	97	100	103	97	99	97	97
GSH bead fluor	11	44	53	34	10	44	4	13
ABCB1 inh	0.2	0.6	0.3	0.8	0.3	0.0	-0.1	0.7
ABCG2 block	4	4	1	26	2	13	11	7
Cdc42 wt	95	97	97	102	96	102	107	101
Avidin bead fluor	3	6	20	14	22	13	7	13
Rac1 wt GTP bind	99	101	102	104	95	101	105	100
HRas wt GTP	94	98	100	100	95	99	97	95
Rab2A wt mod	96	96	99	99	96	98	93	96
Pf gametocyte	9	.	-19	14	-12	.	-8	.

[41] O=C(NNc1ccccn1)c1ccc(Cl)nc1
[42] O=C(CCSc1ccccc1)Nc1ccccc1Br
[43] COc1ccc(Cl)c(Cn2c(NCCCN(C)C)nc3c2c(=O)n(C)c(=O)n3C)c1
[44] S=c1[nH]ncn1-c1ccccn1
[45] COc1cc([N+](=O)[O-])cc(/C=N/N(CCC#N)C(C)=O)c1O
[46] O=C(CNC(=O)c1ccccc1)OCc1cccc(Br)c1
[47] Cc1ccc2nc(N3CCN(S(=O)(=O)c4ccc(C)c(Cl)c4)CC3)c(C#N)cc2c1
[48] CCOC(=O)CSc1nnc(NC(=O)c2cccc(S(=O)(=O)N3CCCC3)c2)s1

Screen / compound no.	41	42	43	44	45	46	47	48
Rac1 mut GTP	101	95	100	95	92	97	98	96
Rab7 wt modul	105	93	101	99	101	111	102	97
GSH bead fluor	8	10	12	39	19	14	45	24
ABCB1 inh	-0.2	0.2	0.6	0.1	-0.5	1.1	-0.4	0.2
ABCG2 block	-3	16	1	1	0	18	0	1
Cdc42 wt	100	94	107	98	92	100	103	99
Avidin bead fluor	4	9	34	9	10	10	16	9
Rac1 wt GTP bind	104	94	108	98	97	104	105	95
HRas wt GTP	102	94	104	98	97	103	103	99
Rab2A wt mod	99	96	102	98	95	105	101	97
Pf gametocyte	-6	10	-44	-7	.	.	-3	12

[49] Cc1ccc(-c2nc3ccccc3o2)cc1NC(=S)NC(=O)/C=C/c1ccco1
[50] O=C(O)c1sccc1SCc1ccc(Cl)c(Cl)c1
[51] O=C(COc1ccc2ccccc2c1CN1CCOCC1)N1CCc2ccccc21
[52] O=C1C=C(Nc2ccc(Cl)cc2Cl)CC(c2ccco2)C1 (stereo not given)
[53] CCOC(=O)c1c(C)[nH]c(C(=O)OCC(=O)N2CC(C)OC(C)C2)c1C (stereo not given)
[54] COC(=O)c1ccc(OCC(O)CN2C(=O)c3ccccc3S2(=O)=O)cc1 (stereo not given)
[55] O=C(COC(=O)/C=C/c1cccs1)NC(c1ccccc1)c1ccccc1
[56] COc1ccc(/C=N/NC(=O)c2ccoc2C)cc1COc1ccc(Cl)cc1
[57] Cc1cc(C)cc(OCC(=O)NNC(=O)c2cc(C)[nH]n2)c1

Screen / compound no.	49	50	51	52	53	54	55	56	57
Rac1 mut GTP	97	98	100	93	98	96	99	99	99
Rab7 wt modul	101	96	99	96	98	96	100	99	102
GSH bead fluor	15	38	23	22	25	12	13	11	15
ABCB1 inh	1.1	0.5	3.3	1.6	0.8	2.0	1.1	-0.7	1.0
ABCG2 block	0	1	24	10	11	4	2	-3	6
Cdc42 wt	105	97	104	97	96	96	102	101	98
Avidin bead fluor	34	13	9	5	14	17	14	12	20
Rac1 wt GTP bind	100	101	108	97	104	98	103	103	103
HRas wt GTP	103	101	104	95	98	94	101	103	100
Rab2A wt mod	102	97	100	94	98	96	98	101	99
Pf gametocyte	15	12	-28	-31	.	-12	.	.	.

# Hits appear at their usual frequency, and some 1.1% of all compounds hit somewhere here.
